# eIF4E-4G inh = inhibitors of eIF4E and eIF4G interaction in translation initiation; AID 782; P63073+Q04637; TR-FRET eIF4E-eIF4GI(517-606) binding, 2 h; 0.37% of 220,000 active; inhibition, % at 21.7 µM;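 further: 0% = full FRET control wells and 100% = background wells lacking eIF4GI fragment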
# Rad51 HR inh = Rad51 (human) homologous recombination inhibition; 0.085% of 200,000 active; Q06609; AID 1385; inhibition, % at 10 µM; hRad51 DNA strand exchange, fluorescence dequenching;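 active means inhibition above 40% at the single screening dose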;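 further: 0% = DMSO control wells and 100% = blanks with heterologous ssDNA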
#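 Test system: preformed human Rad51 ssDNA filaments. Compound dosing: single dose, 10 µM final compound. Incubation: filaments 15 min 37 °C, then compound 30 min. Technique: FRET fluorescence dequenching, excitation 485 nm, emission 520 nm. Read-out basis: percent inhibition from fluorescence, normalised to plate control and blank means. Benchmarks: plate controls and plate blanks.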
# NCF1 inh = p47phox (human) inhibition; P14598; p47phox/p22phox peptide binding, fluorescence polarization, 2 h; 0.53% of 220,000 active; inhibition, % at 24.7 µM;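 further: 0% = p47phox with labelled peptide and 100% = labelled peptide alone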
# Target sequence (P14598 whole entry, looked up): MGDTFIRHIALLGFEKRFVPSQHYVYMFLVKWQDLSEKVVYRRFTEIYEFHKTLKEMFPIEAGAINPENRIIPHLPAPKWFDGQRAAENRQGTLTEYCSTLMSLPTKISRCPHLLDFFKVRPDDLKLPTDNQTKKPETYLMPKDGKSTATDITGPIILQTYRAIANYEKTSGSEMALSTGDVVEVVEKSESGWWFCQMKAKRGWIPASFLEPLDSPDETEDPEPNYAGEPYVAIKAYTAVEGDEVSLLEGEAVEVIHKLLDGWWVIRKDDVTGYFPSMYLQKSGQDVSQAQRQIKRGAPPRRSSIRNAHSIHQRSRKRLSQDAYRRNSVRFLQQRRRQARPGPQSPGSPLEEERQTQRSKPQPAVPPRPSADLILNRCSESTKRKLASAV
# KLK5 inh = blocks human kallikrein 5 protease activity | inhibition, % at 5 µM | recombinant hK5, fluorogenic AMC substrate cleavage | AID 873 | 0.59% of 210,000 active | Q9Y337;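 active means inhibition of 40% or more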;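 further: 0% = enzyme controls without compound and 100% = no-enzyme blanks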
# Target sequence (Q9Y337 67-293 limits assumed): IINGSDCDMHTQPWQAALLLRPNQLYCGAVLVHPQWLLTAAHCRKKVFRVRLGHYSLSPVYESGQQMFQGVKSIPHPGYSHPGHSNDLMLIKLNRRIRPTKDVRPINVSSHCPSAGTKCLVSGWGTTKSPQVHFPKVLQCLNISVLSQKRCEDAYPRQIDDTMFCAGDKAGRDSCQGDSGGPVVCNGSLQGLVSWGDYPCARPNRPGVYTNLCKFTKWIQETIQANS
# Cl transport mod = modulators of human KCC2 chloride dependent transport; B-score of Tl+ flux slope (higher = more flux/activation; lower = inhibition) at 10 µM; AID 1456; KCC2 cells, thallium flux FluoZin-2 fluorescence; 2.2% of 190,000 active;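 active means thallium flux slope and its plate-corrected score both differing from the plate sample mean at a set confidence after two filtering rounds, in either direction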;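 further: slope of fluorescence scaled to starting intensity during 10 to 20 s after thallium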
# Thrombin inh = inhibitors of human thrombin. alpha-thrombin, Boc-VPR-AMC fluorogenic substrate cleavage. inhibition, % at 5 µM. 0.26% of 220,000 active. AID 1046. P00734;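 active means inhibition at or above 40%; inactive means inhibition below 40%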;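 further: 0% = enzyme with no compound and 100% = wells without enzyme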
#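 System – human alpha-thrombin protein · Reagent – Boc-VPR-AMC substrate, 15 µM final · Compound – 5 µM single dose in 0.2% DMSO · Schedule – reaction at room temperature · Technique – AMC fluorescence at 355 nm excitation and 460 nm emission · Read-out basis – % inhibition relative to enzyme controls and enzyme-free blanks · Control set – no-compound enzyme wells and no-enzyme blanks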
# EBV gp42 inh = blocks Epstein-Barr virus glycoprotein 42 binding. Q1HVG2. Fluorescence polarization binding assay, mP read-out. inhibition, % (tested at 21.74 µM). 0.42% of 220,000 active. AID 1085; in the data active means inhibition above about 50%
# Target sequence (Q1HVG2 whole entry, looked up): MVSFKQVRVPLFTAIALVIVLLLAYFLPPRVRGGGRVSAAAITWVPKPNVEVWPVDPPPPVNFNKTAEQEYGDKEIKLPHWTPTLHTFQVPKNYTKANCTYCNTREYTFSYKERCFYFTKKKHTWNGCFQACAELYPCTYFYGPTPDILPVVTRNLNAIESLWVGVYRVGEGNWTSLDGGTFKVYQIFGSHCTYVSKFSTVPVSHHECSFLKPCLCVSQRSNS
# 14-3-3 Bad PPI = disrupts binding of bovine 14-3-3 zeta to phospho-Bad peptide; TR-FRET 14-3-3zeta/Dy647-pBad peptide displacement, 1 h; 0.71% of 220,000 active; AID 781; inhibition, % at 21.7 µM;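 active means inhibition above about 70%, limit read from the data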;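 further: 0% = full 14-3-3 plus peptide FRET controls and 100% = background without 14-3-3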
# Target sequence (P63103 whole entry, looked up): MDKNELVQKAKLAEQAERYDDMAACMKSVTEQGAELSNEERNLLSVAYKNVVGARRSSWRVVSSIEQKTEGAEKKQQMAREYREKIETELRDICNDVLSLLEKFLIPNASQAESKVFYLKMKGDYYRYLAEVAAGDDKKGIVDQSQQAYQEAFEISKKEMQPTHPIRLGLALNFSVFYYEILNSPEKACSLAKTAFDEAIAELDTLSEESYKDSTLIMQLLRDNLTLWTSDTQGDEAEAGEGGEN
# Furin inhibitor = human furin inhibition; purified furin, fluorogenic substrate cleavage; inhibition, % at 30 µM; 0.061% of 220,000 active; AID 463115; in the data active means inhibition above about 25%; further: inactives centre near -15
# * = called active by the depositor; · = no result given; [ ] = remark or other dose.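 How the source made its calls, unless noted: active means inhibition above about 30% (limit read from the data); inactive means the rest.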
# Fields: Rad51 HR inh, Cl transport mod, NCF1 inh, Furin inhibitor, 14-3-3 Bad PPI, EBV gp42 inh, eIF4E-4G inh, KLK5 inh, Thrombin inh
CN(C)S(=O)(=O)N(CC(=O)N1CCN(c2ccccc2)CC1)c1ccccc1
    1, 0.23, 0, -21, -4, 11, 0, 4, -6
CC(C)Cc1ccc(S(=O)(=O)Nc2ccccn2)cc1
    -1, 0.022, 4, -15, 3, -17, 0, 2, 2
CCOC(=O)C(=CNNc1ccsc1C(=O)OC)C(=O)OCC
    20, -1.7, -5, -15, -2, 5, -3, -3, 1
NC(=O)C[C@@H]1NC(=O)[C@H](CCC(=O)O)NC(=O)c2cc([N+](=O)[O-])cc(I)c2OCC[C@@H](C(N)=O)NC1=O
    ·, -0.4, -7, -10, 7, -6, 3[fluorescence artefact?], -8, 1
C=CCn1ccc(=NC=C(C#N)C#N)c2ccccc21
    -14, -0.33, -1, 11, 0, -36, 2, 0, -1
COC(=O)[C@H](CC(C)C)NC(=O)CCc1nnc(COc2ccccc2)o1
    ·, ·, 1, -17, 4, -1, 1, ·, -3
CCOCCCNS(=O)(=O)c1ccc(OC)c(Cl)c1Cl
    -5, 0.019, -13, -14[20 µM], 3, -9, 0, -9, 0
NC(=O)Cn1nnc(-c2ccc(NC(=O)c3ccc(F)cc3)cc2)n1
    0, -0.11, -11, -28, 4, -2, 0, 0, -11
O=C(COC(=O)c1ccccc1Nc1ccccc1)c1ccccc1
    -2, -0.6, -2, -10[20 µM], 20, -7, 9, -15, 3
O=C1CCCC(O)=C1C(C#Cc1ccccc1)C1=C(O)CCCC1=O
    -3, -0.62, 11, -13, 4[fluorescence artefact?], -45, 42*[fluorescence artefact?], -5, 5
O=C(C1CCCN1S(=O)(=O)c1cccc2cccnc12)N1CCc2ccccc21 (stereo unspecified)
    3, ·, -13, -26, -5, 2, 1, 0, -3
O=C(Cc1ccc(F)cc1)Nc1ccc(S(=O)(=O)N2CCCCC2)cc1
    -5, 0.48, -2, -7, -3, -6, -1, 6, 3
C/C(=N\NC(=O)c1ccc(-c2ccccc2)cc1)c1cccc(N)c1
    1, 1.2, 2, -20, -7, -2, 3, -6, -10
Cc1c(Cc2ccccc2)sc(NC(=O)c2ccco2)c1C(N)=O
    3, -0.76, 7, -29[20 µM], 25, -9, 5, -3, 4
O=C(CC(c1ccccc1)c1cc(Br)ccc1O)NCc1ccco1 (stereo unspecified)
    ·, ·, -14, -13[20 µM], -12, -8, -1, -3, -7
Cc1cccc(NC(=S)N=Nc2c(O)n(CN3CCOCC3)c3ccccc23)c1C
    3, 5.3*, -13, -1, -5, -21, 2, -7, 0
O=C(CN1CCN(c2nc(-c3ccccc3)cs2)CC1)Nc1ccc2c(c1)OCO2
    0, 0.89, -4, -21[20 µM], -10, -14, -4, -1, -1
CCOc1cc(S(=O)(=O)NCc2ccco2)c(OCC)cc1-n1cnnn1
    -3, ·, -2, -6, 3, -14, 2, -15, 4
O=Cc1cccn1-c1cccnc1
    ·, 1, -2, -22, -4, -20, 3, 4, 0
CC(C)(C)NC(=O)NC(=O)COC(=O)c1c(F)cccc1Cl
    1, 0.12, -2, -16, -2, -9, 1, -2, -7
CS(=O)(=O)N(CC(=O)N1CCN(c2ccccc2F)CC1)c1cccc(C(F)(F)F)c1
    -3, ·, -6, -15, -3[fluorescence artefact?], -2, 0[fluorescence artefact?], 12, -4
CCOC(=O)C1CCCN(Cc2cccc(Cl)c2)C1 (stereo unspecified)
    -1, -0.052, 9, -26[20 µM], 66[fluorescence artefact?], -10, 4, -8, 2
CN1CCN(C(=O)c2cccc(S(=O)(=O)N3CCCCC3)c2)CC1
    -4, ·, -7, -12, 2[fluorescence artefact?], -16, 5[fluorescence artefact?], -16, 2
CCOC(=O)C1=C(C)N(CCCC(=O)O)C(=O)NC1c1ccccc1OS(=O)(=O)c1ccc(C)cc1 (stereo unspecified)
    3, -1.7, -2, -10, -6, 7, -3[fluorescence artefact?], -5, 4
Cc1ccccc1NC(=O)c1ccccc1NC(=O)CCC(=O)O
    8, -0.2, -5, -13, -2, -2, 22[fluorescence artefact?], -13, -4
COc1ccc(-n2c(=S)[nH]c3c(sc(=S)n3-c3ccccc3)c2=O)c(OC)c1
    ·, 0.68, 5, -16, 3, -13, 7, ·, 2
CCCCOC(=O)c1nnc(-c2ccccc2)o1
    10, 0.53, -7, -8, 0, -3, -1, -1, -5
COc1ccccc1C(=O)NCc1ccc2c(c1)OCO2
    5, -1.1, -9, -5, -5, 5, 4, -12, -6
O=C1OCC2=C1C(c1ccc(F)cc1)Sc1ccccc1N2 (stereo unspecified)
    -3, 0.82, 4, -13[20 µM], 16[fluorescence artefact?], 15, 4, -8, 2
Cc1cc(C)nc(-n2nc(C)cc2NC(=O)c2cccc(S(=O)(=O)N3CCOCC3)c2)n1
    -5, ·, 6, -14, 2[fluorescence artefact?], -6, 2[fluorescence artefact?], 0, -3

# New compounds follow.
# Fields: Rad51 HR inh, Cl transport mod, NCF1 inh, Furin inhibitor, 14-3-3 Bad PPI, EBV gp42 inh, eIF4E-4G inh, KLK5 inh, Thrombin inh
O=C(Cc1cn(Cc2cccc(Cl)c2)c2ccccc12)N1CCCC1
    -19, 0.032, -8, -17, -14, -1, 0[fluorescence artefact?], -11, -3
CCOC(=O)c1c(C)[nH]c(C(=O)Cn2c(=O)oc3ccccc32)c1C
    ·, -0.27, -12, -10[20 µM], -5, -5, -1, -6, -7
CCNC(=S)NNC(=O)Nc1ccccc1
    7, ·, -2, -17[20 µM], -1[fluorescence artefact?], -18, 11[fluorescence artefact?], 8, 0
COc1ccc(OC)c([N+](=O)[O-])c1C(N)=O
    15, -0.77, 16, -21, 55, 3, 13, -3, -1
Cc1ccc2c(c1)N(CCC(=O)NCCCOC(C)C)C(=O)C(C)O2 (stereo unspecified)
    4, -0.24, -9, -13, 2, -15, 2, -5, -3
COCCCNC(=O)Cn1nnc(-c2ccc(NC(=O)c3cccnc3)cc2)n1
    5, 0.61, -3, -19, 2, -24, 4, 5, -12
Cc1cc(C(=O)N/N=C/C=C/c2ccccc2)n[nH]1
    15, -0.98, -9, -11, 3, -13, 6, 2, 1
Cc1ccc(C)c2c1cc(C)c1nnc(SCC(=O)c3cccs3)n12
    -3, -0.5, 1, -2, 6, 5, -3, -1, -7
COc1ccc(-c2ccc(-c3nnc(Cc4ccc(OC)c(OC)c4)o3)cc2)cc1
    -7, -0.087, -7, -18, -1, -1, -1, -11, 0
CS(=O)(=O)N1CCC(C(=O)Nc2cc(C(F)(F)F)ccc2Cl)CC1
    ·, 0.29, 12, -16[20 µM], 4, 15, -1, 9, -5
C#CCOC(=O)C[N+](C)(C)CC#Cc1ccccc1
    20, -0.27, 0, -21, -7, 1, -2, -12, -1
O=C(C1CCCO1)N1CCN(c2ccc(F)cc2)CC1 (stereo unspecified)
    2, 0.28, 0, -2[20 µM], 5, -8, 1, -5, 1
c1ccc(-n2cc(CNCCc3cscn3)c(-c3ccc4c(c3)OCO4)n2)cc1
    4, 1.3, -1, -27, -8, -7, -1, -7, -12
CCN1CCCC1CNC(=O)c1cc(OC)c(OC)c(OC)c1 (stereo unspecified)
    1, -1.4, -4, -20[20 µM], -13, -10, -3, 3, 2
COc1ccc(Cl)cc1NC(=O)Nc1cccc([N+](=O)[O-])c1C
    -2, 0.34, -5, -19, -9, 2, -9, -9, -7
Cc1cccc(-n2c(O)c(C=Nc3ccccc3N)c(=O)[nH]c2=O)c1
    -4, -0.6, -5, -5[20 µM], -13[fluorescence artefact?], -7, -8, -63, 0
C=CCCN(C(CC(C)C)C(=O)OC)S(=O)(=O)c1ccccc1Br (stereo unspecified)
    -1, -0.66, -10, -13, -3, -6, -1, -1, -1
Cc1nn(-c2ccc(Cl)c(Cl)c2)c(C)c1C(=O)O
    8, -0.086, -2, -26, -5, -6, 3, 16, 0
COc1cccc(-c2nn(-c3ccccc3)cc2C(=O)NCC(=O)O)c1
    -7, -0.0086, 4, -7[20 µM], 2[fluorescence artefact?], -23, 4, -13, 2
Cc1cc(Cl)cc(Br)c1OCCNCC(C)O (stereo unspecified)
    3, 0.091, -9, -19[20 µM], -4, -23, -4, 2, 12
CCN1CCN(c2nc(Nc3ccccc3F)nc(N)c2[N+](=O)[O-])CC1
    ·, -0.13, -9, -14, 13, -10, -10, 2, -1
CC(=O)NC(Cc1cccc(C)c1)C(=O)NC1CCN(C(=O)c2ccc([N+](=O)[O-])cc2)CC1 (stereo unspecified)
    0, 0.34, -6, -15, -5, 2, 1, 6, 0
COC(=O)c1ccc(OC(=O)c2cccs2)cc1
    ·, -0.24, 3, -7, -8, 9, -1, 2, -4
COc1nc(OC/C(N)=N/O)nc(N2CCOCC2)n1
    7, 1.3, 0, -15, 1, -10, 6, -1, 1
COc1cc(/C=C/C(=O)O)ccc1OS(=O)(=O)c1ccc(C)cc1
    18, 1.3, -4, -23, -19, -6, -2, 8, -2
COc1ccc(OC)c(N=C2C(=O)Nc3ccccc32)c1
    6, 0.15, -11, -1, 7, -13, 3, -17, 5
CN1c2ccccc2-c2nc3ccccc3n2C1c1ccncc1 (stereo unspecified)
    -5, ·, -5, -9, -2, -25, -2, -3, 0
COc1ccc(OCC(=O)Nc2cc(-c3nn4c(C)nnc4s3)ccc2C)cc1
    -2, 0.74, 7, -35, 39[fluorescence artefact?], -49, 13[fluorescence artefact?], -9, -4
CN(Cc1ccccc1)S(=O)(=O)c1cccs1
    -6, -0.25, -1, -11[20 µM], 6, -7, -3, 7, -3
COc1cc(C)nc(NS(=O)(=O)c2ccc(C)cc2)n1
    ·, 0.33, -2, -13[20 µM], 9, -7, -2, -2, -9

# Part of the list above, reduced to Furin inhibitor:
structure | Furin inhibitor
COc1cccc(-c2nn(-c3ccccc3)cc2C(=O)NCC(=O)O)c1 | -7[20 µM]
Cc1cc(Cl)cc(Br)c1OCCNCC(C)O (stereo unspecified) | -19[20 µM]
CCN1CCN(c2nc(Nc3ccccc3F)nc(N)c2[N+](=O)[O-])CC1 | -14

# Following part.
# Fields: Rad51 HR inh, Cl transport mod, NCF1 inh, Furin inhibitor, 14-3-3 Bad PPI, EBV gp42 inh, eIF4E-4G inh, KLK5 inh, Thrombin inh
Cc1ccc(S(=O)(=O)N(C)c2ccccc2C(=O)NC2CCCC2)cc1
    2, 0.58, 2, -15, -25, 2, 1, -14, -3
CN(Cc1ccc(OC(F)F)cc1)C(=O)c1ccc2nccnc2c1
    -2, ·, -9, -19, -1, 6, 8, -13, -4
Cc1cccc(NC(=O)CCc2ccc(S(=O)(=O)NC3CCCCC3)cc2)c1
    -7, -0.43, -10, -17[20 µM], 3, -3, 4, -19, -13
COc1cc2c3c(c1OC)C1(C=CC(=O)C=C1)CC3N(C(=O)c1ccccc1)CC2 (stereo unspecified)
    -9, ·, -1, -6[20 µM], 15, -7, -4[fluorescence artefact?], -2, -3
Cc1ccc(-n2c(C)n[nH]c2=S)cc1C
    -11, -0.64, -5, -16, -7, -9, 9, -8, -7
CC(OC(=O)c1cc2sccc2n1C)C(=O)NC(C)(C)C (stereo unspecified)
    3, -2.8, -1, -20, -15, -8, 3, -4, -3
O=C(Nc1ccc(OC(F)(F)F)cc1)C1CCCN(S(=O)(=O)c2cccnc2)C1 (stereo unspecified)
    -5, -1.2, 7, -13, 82*, -9, 2, -4, -2
O=C(c1cnc2n(c1=O)CCS2)N1CCc2ccccc21
    -7, 0.79, -4, -8, 2, -3, 2, 16, 8
O=C(CCN1C(=O)S/C(=C/c2ccc(Cl)cc2)C1=O)N1CCOCC1
    21, -0.89, 0, -15, -5, -10, 1[fluorescence artefact?], 9, -2

# Compound activity from PubChem BioAssay.

# Rows were taken by chance; 4.7% or so of the library scored in one or more.
